High-throughput results as filed in PubChem.
miR-122 sensor: inhibitors of miR-122 in Huh7 cells. 340,000 compounds, 0.3% hits. activation (reporter increase), % at 12.5 µM. AID 602342. Huh7 miR-122 Renilla luciferase sensor, 48 h; neutral wells = 0, positive control = 100;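 active = mean replicate activation score at least 90 and every replicate individually at or above 90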;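 also: higher luciferase means less miR-122 activity so hits act as miR-122 inhibitors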
Active calls of the source: *. An excerpt; rates above refer to the full screens.

COc1cc(/C=C(/C#N)c2nc3ccccc3[nH]2)ccc1OCC(=O)Nc1ccccc1C(C)C was read as miR-122 sensor -3.
Screening COc1ccccc1NC(=S)NCCc1c[nH]c2ccccc12 returned miR-122 sensor 1.
For CCN(C(=O)CN1CCN(c2ccc(O)cc2)CC1)c1c(N)n(Cc2ccccc2)c(=O)[nH]c1=O the results were miR-122 sensor -3.
Screening CCn1c(-c2cc3c(C(F)(F)F)nn(C)c3s2)n[nH]c1=S returned miR-122 sensor 7.
`CCc1ccc(C(=O)c2oc3nc(C)cc(C)c3c2N)cc1` gave miR-122 sensor 2.
For CC(C)Sc1cc(N2CCCC2)nc(-c2ccc(F)cc2)n1 the results were miR-122 sensor 1.
O=C1C2CC=CCC2C(=O)N1c1ccc(NCCc2cccc(F)c2)c([N+](=O)[O-])c1 (configuration not stated) was read as miR-122 sensor -3.
COC(=O)C(O)(CC(=O)Nc1ccc(Cl)cc1F)C(F)(F)F (configuration not stated) was read as miR-122 sensor 1.
For Cc1cc(NC(=O)c2c([N+](=O)[O-])c(C)nn2C)no1 the results were miR-122 sensor -1.
`O=S(=O)(Nc1cccnc1)c1cccc(C(F)(F)F)c1` gave miR-122 sensor 1.
Screening O=C1CC(Nc2ccc(N3CCOCC3)cc2)C(=O)N1CCc1ccccc1 (configuration not stated) returned miR-122 sensor -6.
Cc1cccc(NC(=O)Cc2coc3ccc4ccccc4c23)n1 was read as miR-122 sensor 5.
`CCN(CC)C(=O)COc1cc(C)c(Cl)c(C)c1` gave miR-122 sensor -6.
Screening Cc1nn(C)c(C)c1CN(C)S(=O)(=O)c1ccc2ccccc2c1 returned miR-122 sensor 4.
For Cc1ccc2cc(CN(CCCO)S(=O)(=O)c3cccc4nsnc34)c(=O)[nH]c2c1C the results were miR-122 sensor 1.
Cc1cc(C)n(-c2ccc(C(=O)Nc3nnc(C)s3)cc2)n1 was read as miR-122 sensor -7.
For COc1ccccc1N(CC(N)=O)S(=O)(=O)c1ccc(C)cc1 the results were miR-122 sensor -6.
Screening CCCCN(CC)c1nc(-c2ccncc2)nc2ccccc12 returned miR-122 sensor 0.
O=C1c2ccccc2C(=O)N1CN(C(=O)COc1ccccc1)c1ccccc1 was read as miR-122 sensor -2.
Cc1ccc(N(CC(=O)Nc2ccc(-c3nc4ccc(C)cc4s3)cc2)S(C)(=O)=O)cc1 was read as miR-122 sensor 2.
For Cc1c(C(=O)NCc2cccs2)oc2ccc(Br)cc12 the results were miR-122 sensor -13.
Screening CCCn1nc(CC(=O)O)c2ccccc2c1=O returned miR-122 sensor 3.
Screening COc1ccc(CC(=O)N2CCN(c3ccccn3)CC2)cc1OC returned miR-122 sensor -3.
`Cc1nc2ccc(NC(=O)c3ccc(Cl)c(S(=O)(=O)N(C)c4ccccc4)c3)cc2s1` gave miR-122 sensor 1.
CCCCNc1cc(NC(C)=O)cc2cc(OC)c(OC)cc12 was read as miR-122 sensor -5.
Screening COc1cc(/C=N\NC(=O)Cn2nnc3ccccc32)cc(OC)c1OC returned miR-122 sensor -11.
`Cc1cc(F)ccc1NCC(=O)Nc1ccc(Br)cc1C` gave miR-122 sensor 14.
For Cc1cccc(N2CCCC2=Nc2ccc(Br)cc2C#N)c1 the results were miR-122 sensor 2.
`Cc1cc(NC(=O)c2nn(C)c(C)c2[N+](=O)[O-])no1` gave miR-122 sensor -3.
Fc1ccc(Br)cc1C1C=C(c2cccnc2)Nc2ncnn21 (configuration not stated) was read as miR-122 sensor 10.
COc1ccc(C2c3ccc4ccccc4c3Oc3ncn(CCN4CCOCC4)c(=N)c32)cc1 (configuration not stated) was read as miR-122 sensor 0.
Screening Cc1c(Cl)cccc1NC(=O)CNc1ccccc1F returned miR-122 sensor -2.
Screening Cc1cc(C)n2cc(CSc3nnnn3C)nc2n1 returned miR-122 sensor 0.
Screening Cc1cc(OCC(F)(F)C(F)(F)C(F)(F)C(F)F)nc(N)n1 returned miR-122 sensor -6.
For CCC(=O)NC(=S)Nc1ccc(Cl)cn1 the results were miR-122 sensor 1.
For O=C(c1ccc2c3n(nc2c1)-c1ccccc1CO3)N1CCOCC1 the results were miR-122 sensor -9.
For CCOc1ccc(N2CC(C(=O)NC(C)C)CC2=O)cc1 (configuration not stated) the results were miR-122 sensor 3.
For O=S(=O)(c1ccc(S(=O)(=O)N2CCN3CCCC3C2)cc1)N1CCCC1 (configuration not stated) the results were miR-122 sensor 0.
CCN(CC)c1ccc2cc(C(=O)O)c(=O)oc2c1 was read as miR-122 sensor -1.
`CCCn1c(NCc2c[nH]c3ccccc23)nc2ccccc21` gave miR-122 sensor 5.
`C/C(=N\NC(=O)C(=O)Nc1cccc(C(F)(F)F)c1)c1ccc(Cl)s1` gave miR-122 sensor -10.
Screening CCC(=O)N(Cc1ccc2c(c1)OCO2)Cc1cc2cc(OC)ccc2[nH]c1=O returned miR-122 sensor -1.
For CCOC(=O)c1sc(NC(=O)c2c(C)nn(Cc3ccccc3)c2C)cc1C the results were miR-122 sensor -1.
`O=C(CC(Sc1ccccc1)c1cccs1)c1ccco1` (configuration not stated) gave miR-122 sensor -9.
C=CCc1cccc2cc(C(=O)NC3=C(C#N)CCC3)c(=O)oc12 was read as miR-122 sensor 0.
`CCO/C(C)=C1\C(=O)Nc2ccccc21` gave miR-122 sensor -8.
Screening CCOC(=O)CCNC(=O)c1ccccc1Br returned miR-122 sensor -10.
`COc1ccc(-c2nc(-c3ccccc3)c(-c3cccs3)[nH]2)cc1OC` gave miR-122 sensor 4.
For COc1c(C(=O)Nc2c(C)n(C)n(-c3ccccc3)c2=O)ccc2ccccc12 the results were miR-122 sensor 0.
CCOc1ccc(Nc2c3c(nc4ncnn24)CC(C)CC3)cc1 (configuration not stated) was read as miR-122 sensor -7.
CNC(=O)c1cc2cc(OC)ccc2oc1=N was read as miR-122 sensor -2.
COc1ccc(-c2ccc(SCC(=O)NCc3ccco3)nn2)cc1 was read as miR-122 sensor -1.
For CCOc1cccc(=O)c2c(C)n(Cc3ccco3)c(C)c12 the results were miR-122 sensor 3.
For COc1ccc(CSCC(=O)N/N=C/c2ccc(OCC(=O)NCc3ccco3)cc2)cc1 the results were miR-122 sensor 9.
CCCN(CCC)C(C(=O)Nc1cccc(OC)c1)c1ccccc1 (configuration not stated) was read as miR-122 sensor 2.
For CC1CC(C)CN(S(=O)(=O)c2ccc(C(=O)Nc3nnc(-c4cccs4)o3)cc2)C1 (configuration not stated) the results were miR-122 sensor 0.
Screening CC(NS(=O)(=O)c1ccc(Br)cc1)C(N)=O (configuration not stated) returned miR-122 sensor -5.
Cc1cccc(OCc2nnc(SCC(=O)N3CCc4ccccc43)n2C)c1 was read as miR-122 sensor -1.
For COC(=O)c1ccccc1NC(=O)NCc1cccnc1 the results were miR-122 sensor 1.
`CCOC(=O)N1CCN(C(=O)COc2ccc(S(=O)(=O)Nc3ccc(OCC)cc3)cc2)CC1` gave miR-122 sensor 23.

Six entries drawn at random from those above, as already listed:
Screening CC(NS(=O)(=O)c1ccc(Br)cc1)C(N)=O (configuration not stated) returned miR-122 sensor -5.
Cc1cccc(OCc2nnc(SCC(=O)N3CCc4ccccc43)n2C)c1 was read as miR-122 sensor -1.
`CCOC(=O)N1CCN(C(=O)COc2ccc(S(=O)(=O)Nc3ccc(OCC)cc3)cc2)CC1` gave miR-122 sensor 23.
For CC1CC(C)CN(S(=O)(=O)c2ccc(C(=O)Nc3nnc(-c4cccs4)o3)cc2)C1 (configuration not stated) the results were miR-122 sensor 0.
For COc1c(C(=O)Nc2c(C)n(C)n(-c3ccccc3)c2=O)ccc2ccccc12 the results were miR-122 sensor 0.
COc1ccc(-c2ccc(SCC(=O)NCc3ccco3)nn2)cc1 was read as miR-122 sensor -1.

(continued)
Screening COc1ccc(Cl)cc1NC(=S)N1CCN(C(=O)c2ccco2)CC1 returned miR-122 sensor -4.
CCCCn1c(N)c(N(CCC(C)C)C(=O)CSc2nnc3ccccn23)c(=O)[nH]c1=O was read as miR-122 sensor 0.
COc1ccc(C2=NO[C@@H]3C(=O)N(c4ccc5c(c4)OCCO5)C(=O)[C@H]23)cc1OC was read as miR-122 sensor 4.
`O=c1c(C=Nc2cccc(C(F)(F)F)c2)c[nH]n1-c1cccc(Cl)n1` gave miR-122 sensor -1.
Screening C=CCN1C(=O)CS/C1=C(\C#N)S(=O)(=O)c1ccc(C)cc1 returned miR-122 sensor -4.
For CCOC(=O)c1cc(-c2ccc(/C=N\n3cnnc3)o2)ccc1Cl the results were miR-122 sensor -2.
For CC1CCN(c2ccc(NC(=S)NC(=O)c3ccc(-c4cccc([N+](=O)[O-])c4)o3)cc2)CC1 the results were miR-122 sensor -9.
`O=C(CSc1nnc(-c2cccs2)n1-c1ccccc1)c1ccc2c(c1)OCCO2` gave miR-122 sensor -3.
For CCCCOC(=O)Cn1c(=N)n(CCN2CCOCC2)c2ccccc21 the results were miR-122 sensor -5.
For O=C(NC1=NCCS1)c1ccncc1 the results were miR-122 sensor -7.
CCCCNC(=O)c1ccc2c(c1)ncn2C1CCCC1 was read as miR-122 sensor -5.
`COc1ccc(-c2nnc(SCC(=O)NCc3cccs3)n2C)cc1` gave miR-122 sensor -8.
`COc1ccc(OC)c(S(=O)(=O)N(C)CC(=O)Nc2ccc3c(c2)OCO3)c1` gave miR-122 sensor 9.
For Cc1ccc(C)c(CS(=O)(=O)c2cn(CC(=O)N3CCCCC3)c3ccccc23)c1 the results were miR-122 sensor -5.
CC(C)NC(=O)CSc1nc(-c2cccs2)cc(-c2ccccc2)c1C#N was read as miR-122 sensor 2.
Screening CC(C)C1Nc2ccc(C(=O)NC3CCCCC3)cc2NC1=O (configuration not stated) returned miR-122 sensor -10.
For Cc1ccc(S(=O)(=O)N(C)Cc2cc3ccccc3[nH]c2=O)cc1 the results were miR-122 sensor 6.
Screening CCC(Oc1ccccc1)C(=O)Nc1ccccn1 (configuration not stated) returned miR-122 sensor 1.
`CN1CCN(CP(=O)(N2CCOCC2)N2CCOCC2)CC1` gave miR-122 sensor -4.
`Cc1ccc(CNc2nc(N)c([N+](=O)[O-])c(Nc3ccc(F)cc3)n2)cc1` gave miR-122 sensor -3.

Molecules from the list above with a CF3 group:
Screening CCn1c(-c2cc3c(C(F)(F)F)nn(C)c3s2)n[nH]c1=S returned miR-122 sensor 7.
COC(=O)C(O)(CC(=O)Nc1ccc(Cl)cc1F)C(F)(F)F (configuration not stated) was read as miR-122 sensor 1.
`O=S(=O)(Nc1cccnc1)c1cccc(C(F)(F)F)c1` gave miR-122 sensor 1.
`C/C(=N\NC(=O)C(=O)Nc1cccc(C(F)(F)F)c1)c1ccc(Cl)s1` gave miR-122 sensor -10.
`O=c1c(C=Nc2cccc(C(F)(F)F)c2)c[nH]n1-c1cccc(Cl)n1` gave miR-122 sensor -1.

3 compounds already listed, sorted by length of the SMILES, rising:
CNC(=O)c1cc2cc(OC)ccc2oc1=N was read as miR-122 sensor -2.
For COC(=O)c1ccccc1NC(=O)NCc1cccnc1 the results were miR-122 sensor 1.
Screening COc1ccc(Cl)cc1NC(=S)N1CCN(C(=O)c2ccco2)CC1 returned miR-122 sensor -4.

(more compounds)
Screening COc1ccc(NC(=O)CCC(=O)N/N=C/c2ccc([N+](=O)[O-])s2)cc1 returned miR-122 sensor -5.
Cc1nc2ccccn2c1C(=O)NNC(=S)Nc1ccc(Cl)cc1 was read as miR-122 sensor -3.
`CSc1cccc(-n2cc(-c3ccc4c(c3)OCO4)[nH]c2=O)c1` gave miR-122 sensor 59.
`COc1ccccc1N1CCN(CC(=O)c2c(C)n(C)c3ccccc23)CC1` gave miR-122 sensor -1.
Screening COCNc1nc(OCC#N)nc(N(C)C)n1 returned miR-122 sensor 13.
`CCCN(Cc1cc2ccc(C)cc2[nH]c1=O)S(=O)(=O)c1ccccc1` gave miR-122 sensor 1.
Screening Cc1cc(C)cc(Nc2ccc(C(=O)O)cc2N)c1 returned miR-122 sensor -1.
For Cc1cc(C)nc(SCCC(=O)Nc2ccccc2C)n1 the results were miR-122 sensor -6.
